M17LAP inhibition: P. falciparum M17LAP inhibitors, primary screen, biochemical, fluorogenic H-Leu-NHMec substrate, 1536-well (AID 1619) | Leucine aminopeptidase (Plasmodium falciparum (isolate 3D7)) | recombinant M17LAP, H-Leu-NHMec fluorogenic kinetic assay; higher % means a stronger effect | one-dose inhibition, % at 30 µM; IC50 in µM for titrated hits | 220,000 tested, 0.38% active;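 active means compound inhibiting the enzyme by more than half at any dose during confirmatory dose-response retesting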;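 further: plate controls were full reaction with DMSO carrier for no effect and no enzyme background for full effect; strong numbers were not always called active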
KOR beta-arrestin-1: KOR agonists, beta-arrestin recruitment, primary screen, cell-based, luminescence, uHTS (AID 1777) | Kappa-type opioid receptor (Homo sapiens) | KOR beta-arrestin recruitment, luminescence; higher % means a stronger effect | one-dose activation, % at 10 µM; EC50 in µM for titrated hits | 280,000 tested, 0.02% active; in the data active means activation above about 50%, passing the limit was not always enough; further: a part of the inactive calls stands beside numbers as strong as those of hits
NOD1 inhibition: NOD1 signaling inhibitors, primary screen, cell-based, luminescence, uHTS (AID 1578). 290,000 tested, 1% active. inhibition, % at 4 µM, or EC50 in µM where a hit was titrated. NOD1-driven NF-kB luciferase reporter cells, luminescence; higher % means a stronger effect; in the data active means inhibition mostly above about 36%, no sharp cut-off; inactive means mostly below about 34%;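 further: HEK-293T reporter cells stimulated with the NOD1 agonist gamma-tri-DAP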
AID2073: inhibitors of Mint1-CaV2.2 protein interaction, biochemical, HTRF (AID 2073); HTRF protein-protein interaction, Mint1-CaV2.2; higher % means a stronger effect; one-dose inhibition, % at 20 µM; IC50 in µM for titrated hits; 290,000 tested, 0.19% active; in the data active means inhibition mostly above about 51%, no sharp cut-off; further: some results filed as inactive read as strong as hits
GPR55 beta-arrestin: GPR55 agonists via beta-arrestin recruitment, primary screen, imaging, U2OS cells, beta-arrestin-GFP redistribution (AID 1961); G-protein coupled receptor 55 (Homo sapiens); U2OS GPR55 beta-arrestin-GFP redistribution imaging; higher % means a stronger effect; one-dose activation, % at 10 µM; EC50 in µM for titrated hits; 290,000 tested, 0.048% active;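 active means activation above 40% with more than 50 cells counted in the well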;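 further: U2OS osteosarcoma cells stably expressing GPR55 and beta-arrestin-GFP; plate controls were DMSO negative control for no effect and LPI positive control for full effect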
KOR beta-arrestin-2: KOR antagonists, beta-arrestin recruitment, cell-based, luminescence, uHTS (AID 1778). Kappa-type opioid receptor (Homo sapiens). KOR beta-arrestin recruitment, luminescence, antagonist mode; higher % means a stronger effect. one-dose inhibition, % at 10 µM; IC50 in µM for titrated hits. 290,000 tested, 0.091% active; further: strong numbers were not always called active
M1AAP inhibition: P. falciparum M1AAP inhibitors, biochemical, fluorogenic H-Leu-NHMec substrate, 1536-well (AID 1445); Aminopeptidase N (Plasmodium falciparum (isolate 3D7)); recombinant M1AAP, H-Leu-NHMec fluorogenic kinetic assay; higher % means a stronger effect; inhibition, % at 30 µM, or IC50 in µM where a hit was titrated; 220,000 tested, 0.42% active;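 active means primary inhibition above the hit cutoff, then over 50% inhibition at one or more dose response concentrations, cut at about 23% in these data, passing the limit was not always enough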;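 further: plate controls were DMSO full reaction for no effect and no enzyme background for full effect; strong numbers were not always called active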
Dynein cargo inh: inhibitors of GR-EGFP nuclear translocation, primary screen, dynein cargo transport inhibitor project, imaging, high-content, 3617.4 mouse cells. test concentration mostly 20 µM; stimulated with dexamethasone, 1 µM; active compounds read low. z-score, hits read low. 220,000 tested, 0.47% active. AID 1381, 2008;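 active means plate z-score of nuclear minus cytoplasmic receptor signal below a set negative limit, without overly bright fluorescence or cell loss, cut at about -3.5 in these data, passing the limit was not always enough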;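 further: z-score of nuclear minus cytoplasmic ring GR-EGFP intensity difference per well; some compounds called inactive have numbers as strong as hits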
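Buffer or medium: Induction medium lacking tetracycline, stripped serum | Also added: Dexamethasone agonist, 1.0 µM final, for 30 min | Timing: 48 h induction, 1 h compound, 30 min dex at 37 °C | Detection: Formaldehyde fixation, Hoechst nuclear stain, 10x automated fluorescence imaging | Measure: Nuclear versus cytoplasmic GR-EGFP signal, averaged per well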
NOD2 inhibition: NOD2 signaling inhibitors, cell-based, luminescence, uHTS, HEK293 (AID 1566); 290,000 tested, 0.63% active; inhibition, % at 4 µM, or EC50 in µM where a hit was titrated; HEK293 NOD2/NF-kB luciferase reporter, luminescence; higher % means a stronger effect; further: many of its hits are not listed in these tables
Dynein cargo inh cytoplasmic EGFP: further read-out of Dynein cargo inh, marked with its call; z-score; measured here: cytoplasmic GR-EGFP intensity; active compounds read high
Dynein cargo inh nuclear GR-EGFP: recorded beside Dynein cargo inh, whose call it bears; z-score; measured here: nuclear GR-EGFP intensity;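 lower value marks the stronger effect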
Dynein cargo inh cell count: also measured in Dynein cargo inh; calls as there; z-score; measured here: cell count per field
The depositor's hits bear a star; . = not tested or not shown; [ ] = another dose, or the depositor's remark. Unless noted, no stated cut-off is given here; in the data, active means inhibition above about 50%; inactive means the rest.

Molecule,M17LAP inhibition,KOR beta-arrestin-1,NOD1 inhibition,AID2073,GPR55 beta-arrestin,KOR beta-arrestin-2,M1AAP inhibition,Dynein cargo inh,Dynein cargo inh cytoplasmic EGFP,Dynein cargo inh nuclear GR-EGFP,Dynein cargo inh cell count,NOD2 inhibition
O=C(NCCCn1ccnc1)C(=O)NCC1OCCCN1S(=O)(=O)c1ccc(F)cc1 (stereo not drawn),1.4%,-1.1%,-20.3%,2.3%,0.0%,-39.1%,-3.7%,-0.458,-0.326,-0.123,0.938,4.6%
Cn1c(=O)c([N+](=O)[O-])c(N2CCN(Cc3ccc4c(c3)OCO4)CC2)c2ccccc21,6.5%,6.4%,.,1.5%,0.0%,-18.5%,-1.7%,-0.0626,-0.256,0.753,-0.176,.
Cc1cc(C)n2c(Nc3ccc4c(c3)OCCO4)c(-c3ccc(C)o3)nc2n1,4.1%,-3.6%,-54.7%,7.4%,-0.2%,-6.7%,14.2%,0.618,-0.07,0.604,-0.43,-19.3%
O=C1CCC(=O)N1N1C(=O)C2C3c4ccccc4C(c4ccccc43)C2C1=O (stereo not drawn),1.4%,-3.1%,-2.0%,8.7%,-0.1%,-23.3%[20 µM],0.7%,-0.199,-0.202,0.246,0.248,17.2%
COc1ccc(C(=O)Nc2ccc(S(=O)(=O)Nc3cc(C)nc(C)n3)cc2)c(OC)c1,19.0%,-2.6%,-30.8%,-3.2%,-0.2%,24.9%,7.6%,0.486,-0.21,0.204,0.183,13.9%
CCN1CCN(c2ncc3c(n2)CC(c2cc(OC)c(OC)c(OC)c2)CC3=O)CC1 (stereo not drawn),3.1%,-2.0%,18.6%,-2.3%,-0.1%,-85.2%,0.2%,0.243,-0.321,-0.323,0.323,3.3%
CCOCC(O)CNC(=O)c1ccc(OC2CCN(C(=O)c3cccnc3)CC2)cc1 (stereo not drawn),-8.0%,2.3%,6.4%,7.3%,0.0%,-9.0%,-1.6%,-1.04,-0.252,-0.367,0.73,-21.8%
Cc1ccc(CNc2nc3ccccc3s2)s1,3.0%,-1.0%,-16.2%,1.9%,-0.1%,-15.3%,1.9%,-0.762,-0.232,-0.375,1.28,-192.2%
CNC(=O)c1oc(-c2ccc(Cl)cc2)nc1C,-3.7%,-4.7%,-18.4%,-2.8%,-0.1%,-13.1%[20 µM],-3.4%,-0.929,-0.297,-0.591,0.691,-1.3%
COc1ccc(-c2cc(C(=O)NC(C)C)no2)cc1,11.3%,-2.1%,-64.4%,17.6%,0.4%,20.1%,9.0%,0.774,-0.0672,0.328,-0.132,-60.0%
CC(C)CCNC(=O)CN(Cc1ccco1)C(=O)CCC(=O)Nc1nccs1,.,-1.0%,-34.1%,-1.1%,0.1%,-12.7%,.,.,.,.,.,-20.0%
CCCCC(=O)Nc1ccccc1C(=O)OCC(=O)c1ccc2c(c1)OCCO2,5.7%,0.9%,-28.1%,8.6%,0.2%,18.7%,16.7%,-0.0101,-0.0708,-0.196,0.153,8.7%
Cc1n[nH]c(=S)n1/N=C/c1cccc(OCc2ccccc2)c1,0.9%,-4.3%,-17.5%,25.0%,-0.1%,-100.8%[20 µM],3.6%,-0.59,-0.332,0.0223,0.802,-0.1%
Cc1ccc(C(=O)NCc2ccc3c(c2)OCO3)cc1C,.,-4.4%,2.5%,14.5%,0.3%,16.3%,.,.,.,.,.,-34.2%
CC(C)[C@@H](C(=O)N[C@@H](Cc1ccccc1)C(=O)O)N1C(=O)N2CCc3c([nH]c4ccccc34)[C@@]2(C)C1=O,.,-4.5%,27.1%,8.3%,-0.2%,-27.7%[20 µM],.,.,.,.,.,20.6%
COc1ccc(C2C(C(=O)N3CCN(c4ccccc4)CC3)c3ccccc3C(=O)N2C)cc1OC (stereo not drawn),-0.4%,-1.9%,27.5%,2.2%,-0.1%,-10.3%,0.6%,2.13,-0.0777,1.15,0.109,11.8%
O=C(NCc1cccs1)c1cnc2ccccn2c1=O,-1.8%,1.7%,-8.1%,3.0%,-0.2%,-23.7%,8.0%,0.414,-0.0865,0.57,-0.537,-2.8%
CN(Cc1cc2cc(F)ccc2[nH]1)Cc1nc(-c2cnccn2)no1,-0.3%,-1.2%,-28.5%,8.5%,0.0%,-29.2%,0.9%,-0.384,-0.251,-0.0428,0.429,-3.7%
CCOC(=O)N1CCN(C(=O)CCn2nc(-c3ccc(Cl)cc3)ccc2=O)CC1,10.4%,12.7%,15.8%,19.8%,0.2%,-35.7%,2.5%,1.49,-0.197,0.954,-1.78,10.4%
COc1ccccc1NC(=S)N1C2CCC1CC(NC(=O)NC13CC4CC(CC(C4)C1)C3)C2 (stereo not drawn),-3.1%,1.3%,4.4%,-8.1%,-0.1%,-29.6%,-0.4%,-0.241,-0.172,-0.286,0.527,8.7%
COc1ccc(NS(=O)(=O)c2cccc(N3CC(O)=C(c4ccccc4)C3=N)c2)cc1,12.2%,-2.4%,-7.1%,11.8%,-0.3%,-8.6%,18.2%,0.656,-0.0468,0.636,-1.59,2.7%
Cc1cc(OCC(=O)Nc2ccc(CN3CCCCC3)cc2)ccc1Cl,-2.7%,-1.3%,-30.7%,2.3%,0.1%,-34.7%,-0.4%,1.89,-0.162,0.946,-0.948,17.3%
COc1ccc(C2CC(=O)N(CC(=O)NCC3CCCO3)c3ccccc3S2)cc1 (stereo not drawn),6.9%,1.1%,-5.4%,-8.5%,-0.4%,-22.5%,-0.1%,-0.00601,-0.126,0.153,-0.441,15.7%
COCCn1c(SCC(=O)N2CCC(C)CC2)nc2c(c1=O)SCC2,.,2.8%,-13.1%,-2.5%,0.0%,7.1%,.,.,.,.,.,14.1%
CC(C)c1ccccc1-n1cc[nH]c1=S,-3.6%,1.4%,-8.0%,28.5%,0.2%,-46.6%,6.9%,-0.275,-0.178,-0.0745,-0.0127,8.9%
Cn1c(/C(C#N)=C(\O)CN2CCN(Cc3ccccc3)CC2)nc2ccccc21,3.1%,-1.2%,2.4%,-13.3%,0.1%,-34.2%,1.2%,-0.488,-0.121,0.104,0.348,17.9%
COc1ccc(S(=O)(=O)Nc2nc3c(s2)CCCC3)cc1,17.4%,-2.7%,-9.9%,-3.8%,0.1%,-13.1%,2.4%,-0.509,-0.212,-0.647,0.395,1.5%
CCN(CC(=O)NCc1ccc(F)cc1)Cc1nc2cc(Cl)ccc2c(=O)[nH]1,0.4%,9.9%,22.3%,-4.2%,0.6%,-15.2%,11.1%,-0.896,-0.268,-0.423,0.898,-8.4%
Cn1c(=O)c2c(nc3sccn32)n(C)c1=O,10.5%,-2.1%,10.3%,26.9%,-0.4%,-25.9%,1.3%,-0.638,-0.28,-0.062,0.359,8.9%
Cc1nn(-c2ccccc2)c(Cl)c1C(=O)NCC(C)C,-4.5%,-3.4%,13.0%,-4.3%,-0.2%,-31.8%,8.5%,0.744,-0.0918,0.227,1.06,12.4%
O=C(O)C1Cc2c([nH]c3ccccc23)C(c2ccc3c(c2)OCO3)N1 (stereo not drawn),0.8%,-1.0%,-3.9%,2.0%,0.3%,20.0%,5.7%,0.344,-0.189,0.627,-0.0923,-6.8%
COc1ccccc1N(CC(=O)NCC1CCCO1)C(=O)CNS(=O)(=O)c1ccc(C)cc1 (stereo not drawn),6.1%,1.7%,6.8%,0.9%,0.0%,-6.5%,2.4%,0.174,-0.231,-0.772,0.139,15.8%
COC(=O)COc1ccc2cc(-c3ccccc3)c(=O)oc2c1,.,-3.2%,-17.5%,26.0%,0.3%,-33.4%,.,.,.,.,.,2.1%
COc1ccc(NC(=O)c2cc(S(=O)(=O)N3CCCCC3)c[nH]2)cc1Cl,.,-2.2%,-23.7%,2.4%,0.3%,-4.7%[20 µM],.,.,.,.,.,7.1%
COc1ccc(OC)c(C2=NS(=O)(=O)N(C)C(C(=O)NCc3cccs3)=C2)c1,.,2.9%,4.6%,2.6%,-0.1%,-19.3%,.,.,.,.,.,-6.0%
O=C(CN1C(=O)S/C(=C\C=C\c2ccccc2)C1=O)N1CCOCC1,-3.9%,3.4%,-7.4%,-12.3%,-0.1%,28.3%,4.8%,-1.58,-0.214,-0.198,0.326,4.7%
COc1ccc(CONc2ncnc3nonc23)cc1[N+](=O)[O-],10.6%,-5.5%,-25.3%,-1.7%,-0.5%,24.1%,5.0%,2.43,-0.317,0.624,-1.94,-7.9%

Some of the entries so far, with the structure last.
M17LAP inhibition | KOR beta-arrestin-1 | NOD1 inhibition | AID2073 | GPR55 beta-arrestin | KOR beta-arrestin-2 | M1AAP inhibition | Dynein cargo inh | Dynein cargo inh cytoplasmic EGFP | Dynein cargo inh nuclear GR-EGFP | Dynein cargo inh cell count | NOD2 inhibition | Compound
12.2% | -2.4% | -7.1% | 11.8% | -0.3% | -8.6% | 18.2% | 0.656 | -0.0468 | 0.636 | -1.59 | 2.7% | COc1ccc(NS(=O)(=O)c2cccc(N3CC(O)=C(c4ccccc4)C3=N)c2)cc1
-2.7% | -1.3% | -30.7% | 2.3% | 0.1% | -34.7% | -0.4% | 1.89 | -0.162 | 0.946 | -0.948 | 17.3% | Cc1cc(OCC(=O)Nc2ccc(CN3CCCCC3)cc2)ccc1Cl

Bioassay records (PubChem)

An excerpt, so the mix of outcomes need not match the whole.
